# Source: PubChem BioAssay
# 697 NFkB inh = inhibitors of PMA/ionomycin-induced NF-kB reporter, 697 cells, primary screen, B-cell NF-kB inhibitor project, cell-based, luminescence, uHTS; 697 B-cell NF-kB luciferase reporter, 16 h; inhibition, % at 4 µM; actives 0.33% (n = 330,000); AID 435022, 2010; in the data active means inhibition above about 35%
# SENP8 inh = SENP8 protease inhibitors, primary screen, biochemical, luminescence; Sentrin-specific protease 8 (Homo sapiens), Q96LD8; purified SENP8, Z-RLRGG-aminoluciferin cleavage; inhibition, % at 10 µM; actives 1.2% (n = 330,000)
# Jurkat NFkB inh = inhibitors of induced NF-kB luciferase reporter, primary screen, TCR NF-kB activation inhibitor project, cell-based, luminescence, uHTS | Jurkat, PMA/ionomycin-induced NF-kB luciferase reporter | inhibition, % at 4 µM | actives 0.53% (n = 330,000) | AID 435003, 2010
# UBC13 polyUb = UBC13 polyubiquitin chain formation inhibitors, primary screen, biochemical, TR-FRET, uHTS. actives 0.47% (n = 330,000). inhibition, % at 20 µM; in the data active means inhibition above about 45%, passing the limit was not always enough
# Target sequence (P61088 whole entry, looked up): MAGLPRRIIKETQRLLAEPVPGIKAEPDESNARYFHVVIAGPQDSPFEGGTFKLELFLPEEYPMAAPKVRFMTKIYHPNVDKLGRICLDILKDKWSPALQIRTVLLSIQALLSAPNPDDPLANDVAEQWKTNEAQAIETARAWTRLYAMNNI
# HKDC1 inh = HKDC1 hexokinase inhibitors, primary screen, biochemical, fluorescence, uHTS; Q2TB90; recombinant HKDC1, G6PDH/diaphorase resazurin coupled fluorescence; inhibition, % at 20 µM; actives 0.16% (n = 340,000); AID 493160, 2011;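 active means inhibition above about 35% when tested at 20 µM, limit read from the data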;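 further: plate controls were DMSO wells with enzyme for no effect and DMSO wells lacking enzyme for full effect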
# Target sequence (Q2TB90 whole entry, looked up): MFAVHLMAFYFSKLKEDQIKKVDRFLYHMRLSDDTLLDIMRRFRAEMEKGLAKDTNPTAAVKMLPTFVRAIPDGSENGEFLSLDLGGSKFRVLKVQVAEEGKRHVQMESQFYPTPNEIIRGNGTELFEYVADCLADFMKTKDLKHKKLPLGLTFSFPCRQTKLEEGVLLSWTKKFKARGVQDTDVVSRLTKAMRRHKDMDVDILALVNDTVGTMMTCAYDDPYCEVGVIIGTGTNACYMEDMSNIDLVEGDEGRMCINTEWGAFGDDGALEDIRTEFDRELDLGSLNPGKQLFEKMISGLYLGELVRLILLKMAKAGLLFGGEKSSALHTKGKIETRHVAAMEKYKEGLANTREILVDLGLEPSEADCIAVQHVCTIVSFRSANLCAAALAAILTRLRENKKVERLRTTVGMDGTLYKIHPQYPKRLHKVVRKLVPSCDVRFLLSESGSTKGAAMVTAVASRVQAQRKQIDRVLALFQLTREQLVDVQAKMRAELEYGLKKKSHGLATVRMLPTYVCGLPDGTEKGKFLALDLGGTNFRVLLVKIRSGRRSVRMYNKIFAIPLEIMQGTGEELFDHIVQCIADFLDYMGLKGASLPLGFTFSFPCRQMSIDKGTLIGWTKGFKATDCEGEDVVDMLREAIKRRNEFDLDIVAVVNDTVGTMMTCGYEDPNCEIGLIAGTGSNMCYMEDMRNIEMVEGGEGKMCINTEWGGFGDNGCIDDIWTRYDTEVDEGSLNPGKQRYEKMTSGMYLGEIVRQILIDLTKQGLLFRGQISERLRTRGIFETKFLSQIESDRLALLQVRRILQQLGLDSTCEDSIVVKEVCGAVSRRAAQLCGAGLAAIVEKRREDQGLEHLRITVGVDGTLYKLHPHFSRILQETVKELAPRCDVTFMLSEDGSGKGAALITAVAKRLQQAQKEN
#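 Incubation: 90 min at room temperature in dark / Material: recombinant HKDC1 (HK5) hexokinase enzyme, produced in-house / Quantity: enzyme 5 µg/mL final / Compound: one dose of 20 µM, 1% DMSO / Reagent: glucose and ATP substrates / Buffer or medium: Tris pH 8.0 buffer with MgCl2, Tween-20, BSA, BME / Technique: resorufin fluorescence at 613 nm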
# Gli-Sufu block = Gli-Sufu pathway antagonists, primary screen, luciferase luminescence, Sufu-KO-LIGHT cells, uHTS; inhibition, % at 5 µM; Sufu-KO-LIGHT fibroblasts, Gli luciferase reporter luminescence; actives 0.74% (n = 340,000); AID 588413, 2011;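 active means inhibition above about 55%, limit read from the data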;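 further: 0% = DMSO-treated cells and 100% = wells with medium but no cells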
# SENP7 inh = SENP7 protease inhibitors, primary screen, biochemical, luminescence, uHTS; Sentrin-specific protease 7 (Homo sapiens), Q9BQF6; recombinant SENP7, Z-RLRGG-aminoluciferin luminescence, 40 min; inhibition, % at 5 µM; actives 1.5% (n = 330,000);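 active means inhibition above about 50% at the single test dose, limit read from the data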;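 further: plate controls were DMSO with enzyme for no effect and no enzyme buffer wells for full effect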
# Apaf1 inhib = inhibitors of human Apaf-1 apoptosome, primary screen, biochemical, DEVD-Rh110 fluorescence, uHTS | actives 0.71% (n = 330,000) | inhibition, % at 20 µM | AID 489030, 2010 | reconstituted apoptosome caspase-3 activity; active means inhibition of at least 40% at 20 µM;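 further: plate controls were DMSO wells for no effect and DEVD-CHO caspase inhibitor wells for full effect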
#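 Material: reconstituted apoptosome with Apaf-1, cytochrome c, caspase-9, procaspase-3, dATP; medium: pH 7.5 Hepes buffer with CHAPS, BSA, DTT; also added: cytochrome c and DEVD-Rh110 substrate; timing: 30 min plus 50 min, RT; signal: Rh110 fluorescence intensity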
# The depositor's hits bear a star; . = no result given; & = joins results of further samples. Unless noted, no stated cut-off is given here; in the data, active means inhibition above about 50%; inactive means the rest.
SMILES,697 NFkB inh,SENP8 inh,Jurkat NFkB inh,UBC13 polyUb,HKDC1 inh,Gli-Sufu block,SENP7 inh,Apaf1 inhib
CCc1cc2c(=O)n(Cc3ccco3)c(SCC(=O)N3CCCc4ccccc43)nc2s1,16.0,1.1,14.3,-1.9,4.9,3.0,-5.3,19.8
CCOC(=O)C1=C(CSc2nc3ccccc3s2)NC(=O)NC1c1cc(C)ccc1C (configuration not stated),-9.8,3.1,0.7,1.6,-5.2,-0.5,-5.4,3.0
O=C(Nc1sc2c(c1C(=O)O)CCCCC2)c1cccnc1,-20.2,22.9,-2.9,-9.4,1.1,-3.1,-0.8,-0.7
COc1ccccc1NS(=O)(=O)c1cc(C(=O)NCCN2CCOCC2)ccc1Cl,-1.1,-5.0,-12.8,6.6,4.5,4.5,3.1,-2.9
C[C@H](NC(=O)C1(c2ccccc2)CCN(C(=O)[C@H]2CSCN2C(=O)OC(C)(C)C)CC1)C(=O)O,0.6,-14.2,-14.3,-27.9,-4.7,1.5,-6.5,7.5
CC(=O)Nc1ccc(OCC(O)CN2CCN(c3ccc(Cl)cc3)CC2)cc1 (configuration not stated),-8.8,-13.8,-14.6,-0.2,-5.1,0.0,-6.9,-3.2
Cn1cccc1/C=N/NC(=O)c1ccc(OC(F)(F)C(F)F)cc1,-4.8,-7.2,-15.6,-6.0,-9.6,-20.5,4.4,6.4
CC1(C)CC(=O)C=C(c2cccc(O)c2)C1=O,9.6,0.0,0.3,0.5,-1.6,-13.5,4.7,-4.7
Cc1nnc(NC(=O)c2ccc(-c3ccc([N+](=O)[O-])cc3)o2)s1,-26.8,-1.7,-4.1,-31.7,1.6,4.4,20.3,-3.2
CCOc1ccc(-c2nonc2NC(=O)c2ccco2)cc1,17.5,-0.3,16.9,5.6,3.7,2.8,-2.4,-4.6
CCOC(=O)c1ccccc1NC(=O)c1c(N)n(C)c(=O)[nH]c1=O,21.0,-2.4,14.5,4.8,5.4,5.0,-5.0,-5.8
CC(=O)c1ccc(S(=O)(=O)Nc2ccc(-n3cnnn3)cc2)cc1,7.0,-5.7,-4.8,-4.6,-2.6,2.9,-2.8,-0.9
CN(C)CCN1C(=O)C(=O)/C(=C(/O)c2ccc(S(=O)(=O)N3CCOCC3)cc2)C1c1ccc(F)cc1 (configuration not stated),-5.5,6.6,5.7,-23.2,-8.2,-1.8,-3.1,-2.5
CCOc1ccc2c(c1)N(C(=O)CN1C(=O)CCC1=O)C(C)(C)C=C2C,-10.5,-2.9,-18.0,-9.7,4.4,4.4,-10.2,4.4
Cc1nn(-c2ccccc2)c(N)c1N=Nc1ccc2ccccc2c1,-85.8,-7.2,-77.2,-19.9,0.8,-77.9,0.2,-0.4
C=CCC(NCc1ccco1)c1ccc(OC)cc1OC (configuration not stated),2.3,-2.4,7.3,3.0,.,.,-1.2,-4.3
CCN(CC)C(=O)COc1ccc(N(C)S(=O)(=O)c2ccc(NC(C)=O)cc2)cc1,29.0,1.6,11.1,3.7,6.8,1.7,2.8,-11.9
COc1ccc(CC(=O)Nc2cccc(/C(C)=N/NC(=O)C3(C)CC3(Br)Br)c2)cc1 (configuration not stated),30.9,2.4,3.0,5.3,1.4,4.6,-57.6,-6.2
COc1ccc(CCNc2nc(-c3sc(N)nc3C)cs2)cc1OC,-12.1,-9.1,-15.5,-7.9,-6.7,12.0,-8.0,13.2
Clc1cccc(Cl)c1COn1nnc2ccccc21,-28.8,-8.0,-32.5,-4.2,3.3,-20.9,6.2,-5.4
Cc1ccc2oc(=O)c3cc(C(=O)Nc4cc(-c5cccc(F)c5)no4)sc3c2c1,12.9,-0.5,5.5,-12.3,.,.,6.8,16.4
CCc1ccccc1NC(=O)c1cc(-c2ccc(F)cc2)on1,-15.2,0.2,-12.6,19.0,-5.0,-25.7,-7.3,-29.2
CCS(=O)(=O)c1ccc(C(=O)NC)c(Cl)c1Cl,10.6,0.4,9.3,9.1,-3.6,-13.6,-0.2,-1.5
COc1ccc(N2C(=O)CC(NCC#N)C2=O)cc1 (configuration not stated),2.5,4.1,2.3,2.2,-3.0,-2.9,1.3,-6.3
Cc1cccc(N2CCN(c3cc(C)nc4nnnn34)CC2C)c1 (configuration not stated),-1.4,-2.2,-9.2,-3.5,3.2,30.1,4.5,4.9
Cc1ccc(C(=O)N2CCC3(CC2)Oc2ccc(Cl)cc2C(=O)C32CC(c3ccccc3)=NO2)s1 (configuration not stated),16.7,-8.6,16.8,-8.1,-7.3,20.8,-7.2,7.3
CN(CC(=O)Nc1cccc(F)c1)C(=O)c1ccc(NC2CC2)c([N+](=O)[O-])c1,6.8,2.4,15.7,-23.4,-2.7,4.3,1.1,5.2
O=C1CC(N2CCC(c3nc4ccccc4o3)CC2)C(=O)N1c1cc(Cl)cc(Cl)c1 (configuration not stated),5.2,-5.2,5.2,-18.6,4.3,2.2,-8.0,28.5
CCOC(=O)CN1C(=N)N(c2nc(NC(C)C)nc(NC(C)C)n2)CC1=O,-13.4,-6.1,-6.7,-5.9,-5.9,3.9,-6.6,11.5
Cc1ccc(S(=O)(=O)N2CCC(=O)N(C(COCc3ccc(Cl)cc3)C(C)C)CC2)cc1 (configuration not stated),3.2,7.8,-0.4,16.6,-0.1,3.6,0.7,19.6
CCC(C)c1ccc(NC(=S)N2CCCC2)cc1 (configuration not stated),-38.1,-3.5,-33.9,-4.7,-4.0,18.3,11.3,-5.2
C=C(C)C1CC=C(C)/C(=N/NC(=S)Nc2ccccc2)C1 (configuration not stated),-10.2,-7.0,-2.7,2.5,1.6,0.1,-4.4,13.7
COC(=O)Oc1ccc(/C=N/NS(=O)(=O)c2ccccc2)cc1OC,-20.4,-13.3,1.6,-4.5,-3.6,2.1,12.7,8.7
CCCCC1=CC2=C(c3ccco3)C(=O)C(C)(OC(=O)c3ccc(OC)cc3)C(=O)C2=CN1CCCOC(C)C (configuration not stated),17.3,0.9,-8.5,0.1,11.8,-9.4,-1.9,2.3
NNC1=N[C@H]2CS(=O)(=O)C[C@H]2S1,1.8,-3.7,-7.7,-5.0,-0.7,-16.8,-2.4,-8.3
Cc1ccc(S(=O)(=O)Nc2ccc3c4c(cccc24)CC3)c(C)c1,-24.8,-5.7,50.1*,-9.4,-0.5,0.4,-7.4,24.3
Cc1csc(SC(C)C(=O)NCC(=O)Nc2ccc(F)c(F)c2F)n1 (configuration not stated),7.6,-0.5,0.8,21.9,-3.0,-0.9,7.4,-2.7
O=c1[nH]c2c(s1)C(c1ccccc1)C1C3CCC(C3)C1S2 (configuration not stated),-8.0,-15.5,6.1,14.0,-4.3,-60.1,-7.2,16.9
CCCc1cc(=O)oc2cc(C)cc(OC(C)C(=O)NCC(O)c3ccccc3)c12 (configuration not stated),15.0,0.8,4.2,17.6,4.9,-3.3,-0.5,5.1
CCCN1C(=O)/C(=C2\SC(N3CCCCC3)=NC2=O)c2ccccc21,-89.2,-46.7,-72.6,-89.3,10.0,-52.4,-16.0,32.2
CC(C)(C)NC(=O)CN(C(=O)CCC(=O)Nc1nccs1)c1ccc2c(c1)OCCO2,11.9,0.5,13.2,-2.6,-2.3,20.9,-2.2,9.9
O=C(CCNC(=O)c1ccc(Br)cc1)NCc1ccccc1F,-4.6,-6.8,15.7,4.9,-1.9,1.0,11.5,-5.6
CC(=O)c1cccc(NC(=O)CCNS(=O)(=O)c2cccc3nsnc23)c1,-12.8,4.4,-12.7,0.5,-3.2,5.6,9.1,0.8
C#CCOCCOCCOCCNc1nc(N2CCN(C(=O)Cn3cc(CC(C)O)nn3)CC2)nc(N2CCN(C(=O)[C@H](CCCCN)n3cc(CCC(=O)O)nn3)CC2)n1 (some centres not stated),7.8,-7.1,-1.2,-2.9,4.7,-8.2,5.1,4.9
COc1ccc(C(NC(=O)CNC(C)=O)C(=O)Nc2ccc3c(c2)OCCO3)cc1 (configuration not stated),-0.2,-3.2,5.3,9.8,1.2,-14.2,4.8,-3.4
Oc1ccccc1N=Cc1c(O)ccc2oc3c(c12)CCCC3,-7.0,7.1,-17.2,-26.3,2.3,3.8,0.5,12.2
O=C(/C=C/c1ccc(F)cc1)NC(=S)N1CCN(Cc2ccccc2)CC1,21.6,2.3,0.7,8.2,0.0,-0.1,-1.1,4.5
O=C(CSc1nnc2c(Cl)cc(C(F)(F)F)cn12)N(Cc1ccccc1)Cc1ccccc1,14.9,4.3,10.6,23.9,-17.0,7.6,4.5,32.0
C=CCNC(=S)NCc1ccccc1,21.2,-2.8,4.6,10.1,-5.6,11.5,4.1,-23.6
Cc1cccc(-n2c(=O)c3c(C)c(C)sc3n(CC(N)=O)c2=O)c1,20.2,7.9,-3.4,4.5,-2.5,5.7,-0.8,-4.5
Cn1c(NCc2ccco2)nc2ccccc21,-11.7,-16.6,-26.0,-14.3,12.1,-11.0,-12.0,-4.5
Cc1ncsc1CCSc1nc2ccccc2c(=O)n1C,-41.9,-16.8,-8.0,18.9,-2.0,6.6,0.2,6.8
O=C(NCc1nnc(SCC(=O)N2CCC(Cc3ccccc3)CC2)o1)c1ccccc1F,0.2,-0.7,2.9,2.7,-4.2,-3.3,-4.4,8.4
COc1ccc(-n2ccnc2SCC(=O)NCc2ccc(F)cc2)c(OC)c1,14.2,1.4,12.9,19.3,-2.6,-56.4,0.7,-6.9
CCOc1ccc(NC(=S)N2CCCCCC2)cc1,-18.0,-2.5,-11.0,20.7,-2.9,-2.2,0.6,-10.4
CCc1c(C)nc(N2CCN(c3ccccc3)CC2)[nH]c1=O,8.2,-2.7,-5.3,-4.4,-5.2,-5.0,-11.4,3.5
Cc1nc2nc(C)c(CCC(=O)NCCCN3CCN(c4cccc(Cl)c4)CC3)c(C)n2n1,-4.4&5.7,-7.5&-1.7,14.2&-10.4,19.4&1.2,-2.7&0.8,5.8&26.5,4.3&-6.3,2.0&8.2
COCCN(C(=O)CC1CCCCC1)c1c(N)n(CC(C)C)c(=O)[nH]c1=O,15.4,-12.1,5.9,-3.5,0.0,-2.7,-9.0,-0.3
COc1ccc(N(CC(=O)N2CCCCCC2)S(C)(=O)=O)cc1Cl,-2.7,1.4,-3.7,-12.1,-4.2,1.2,-6.6,10.9
COc1ccc(-n2c(Cc3ccccc3)nnc2SCc2ccc([N+](=O)[O-])cc2)cc1,-9.4,-2.7,-2.0,-7.5,10.0,8.2,-8.2,32.1

# In the list so far, these have a COOH group:
SMILES,697 NFkB inh,SENP8 inh,Jurkat NFkB inh,UBC13 polyUb,HKDC1 inh,Gli-Sufu block,SENP7 inh,Apaf1 inhib
O=C(Nc1sc2c(c1C(=O)O)CCCCC2)c1cccnc1,-20.2,22.9,-2.9,-9.4,1.1,-3.1,-0.8,-0.7
C[C@H](NC(=O)C1(c2ccccc2)CCN(C(=O)[C@H]2CSCN2C(=O)OC(C)(C)C)CC1)C(=O)O,0.6,-14.2,-14.3,-27.9,-4.7,1.5,-6.5,7.5
C#CCOCCOCCOCCNc1nc(N2CCN(C(=O)Cn3cc(CC(C)O)nn3)CC2)nc(N2CCN(C(=O)[C@H](CCCCN)n3cc(CCC(=O)O)nn3)CC2)n1 (some centres not stated),7.8,-7.1,-1.2,-2.9,4.7,-8.2,5.1,4.9

# Given as tab-separated lines: part of the list above.
Molecule	697 NFkB inh	SENP8 inh	Jurkat NFkB inh	UBC13 polyUb	HKDC1 inh	Gli-Sufu block	SENP7 inh	Apaf1 inhib
Cc1cccc(-n2c(=O)c3c(C)c(C)sc3n(CC(N)=O)c2=O)c1	20.2	7.9	-3.4	4.5	-2.5	5.7	-0.8	-4.5
CCOc1ccc(NC(=S)N2CCCCCC2)cc1	-18.0	-2.5	-11.0	20.7	-2.9	-2.2	0.6	-10.4
